# High-throughput results from PubChem BioAssay.
# PAFAH1B2 FP inh: PAFAH1B2 (human) inhibition; AID 492953; P68402; recombinant PAFAH1B2, FP-rhodamine activity probe, fluorescence polarization; 340,000 compounds, 1.2% hits; inhibition, % at 3.39 µM;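 active means inhibition above the mean of all tested compounds plus 3 SD, cut at about 24% in these data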;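 further: 0% = enzyme with DMSO and 100% = wells lacking PAFAH1B2; many of its hits are not listed in these tables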
# LYPLA1 counter: LYPLA1 (human) inhibition in PME1 counter-screen; O75608; recombinant LYPLA1, FP-Rh probe fluorescence polarization; inhibition, % at 5.9 µM; 320,000 compounds, 0.16% hits;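 active means inhibition above the mean of all tested compounds plus 3 SD, set per campaign, cut at about 14% in these data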;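 further: inhibitors block serine hydrolase probe labeling of LYPLA1 so polarization falls; 0% = enzyme with DMSO and 100% = wells lacking LYPLA1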
# PME-1 primary: blocks human protein phosphatase methylesterase 1. Q9Y570. inhibition, % at 5.9 µM. 320,000 compounds, 0.53% hits. AID 2130. recombinant PME-1, FP-Rh probe fluorescence polarization;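 active means inhibition above the campaign mean of all compounds plus 3 SD, cut at about 26% in these data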;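 further: competitive labeling of PME-1 active site by serine hydrolase directed probe; 0% = PME-1 with DMSO and 100% = wells lacking PME-1 enzyme; inhibitors block probe labeling so polarization falls and inhibition rises; many of its hits are not listed in these tables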
# Target sequence (Q9Y570 whole entry, looked up): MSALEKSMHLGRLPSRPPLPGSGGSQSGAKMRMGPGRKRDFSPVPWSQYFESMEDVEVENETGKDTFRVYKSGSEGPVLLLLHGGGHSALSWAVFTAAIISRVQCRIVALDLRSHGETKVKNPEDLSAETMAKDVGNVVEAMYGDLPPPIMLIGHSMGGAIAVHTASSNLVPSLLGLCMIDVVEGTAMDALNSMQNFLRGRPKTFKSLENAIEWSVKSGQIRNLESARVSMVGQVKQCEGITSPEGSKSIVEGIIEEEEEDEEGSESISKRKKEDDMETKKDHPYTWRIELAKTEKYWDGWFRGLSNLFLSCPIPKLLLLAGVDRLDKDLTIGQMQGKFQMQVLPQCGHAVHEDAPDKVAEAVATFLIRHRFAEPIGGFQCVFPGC
# GSTO1 counter: GSTO1 inhibition, counter-screen for RBBP9 inhibitors; P78417; recombinant GSTO1, activity-based probe fluorescence polarization; inhibition, % at 5.96 µM; 300,000 compounds, 1.1% hits; AID 1974;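 active means inhibition above the campaign mean inhibition plus 3 SD, cut at about 35% in these data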;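 further: 0% = GSTO1-1 with DMSO and 100% = wells lacking GSTO1-1 enzyme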
# Target sequence (P78417 whole entry, looked up): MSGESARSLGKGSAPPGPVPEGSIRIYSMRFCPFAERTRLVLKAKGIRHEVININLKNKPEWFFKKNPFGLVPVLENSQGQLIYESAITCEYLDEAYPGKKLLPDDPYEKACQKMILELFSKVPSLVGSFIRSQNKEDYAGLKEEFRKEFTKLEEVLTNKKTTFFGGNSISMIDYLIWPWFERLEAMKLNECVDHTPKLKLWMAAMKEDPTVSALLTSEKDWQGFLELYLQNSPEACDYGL
# PAFAH1B3 FP inh: PAFAH1B3 (human) inhibition; recombinant PAFAH1B3, FP-rhodamine probe, fluorescence polarization; inhibition, % at 3.39 µM; 340,000 compounds, 0.28% hits; AID 492972;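 active means inhibition above the screen-wide average of all tested compounds plus 3 SD, cut at about 25% in these data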;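 further: 0% = enzyme with DMSO only and 100% = wells lacking PAFAH1B3 protein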
# Target sequence (Q15102 whole entry, looked up): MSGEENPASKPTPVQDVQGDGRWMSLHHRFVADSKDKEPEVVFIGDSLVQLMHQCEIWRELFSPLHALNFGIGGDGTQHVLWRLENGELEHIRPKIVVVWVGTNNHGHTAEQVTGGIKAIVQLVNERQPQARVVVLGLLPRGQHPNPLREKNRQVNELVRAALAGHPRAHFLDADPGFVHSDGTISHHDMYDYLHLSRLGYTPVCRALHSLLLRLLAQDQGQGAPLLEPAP
# pPAFAH FP inh: inhibitors of human plasma PAF acetylhydrolase (pPAFAH) | recombinant pPAFAH, FP-rhodamine probe fluorescence polarization | inhibition, % at 3.39 µM | 330,000 compounds, 1.5% hits | AID 463082;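 active means inhibition above the mean inhibition across the screen plus 3 SD, cut at about 25% in these data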;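 further: inhibitors block binding of the rhodamine activity-based probe so polarization drops; 0% = enzyme with DMSO and 100% = wells lacking pPAFAH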
# LYPLA2 counter: LYPLA2 (human) inhibition in PME1 counter-screen; O95372; recombinant LYPLA2, FP-Rh probe fluorescence polarization; inhibition, % at 5.9 µM; 320,000 compounds, 0.38% hits; AID 2177;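 active means inhibition above the screen-wide mean plus 3 SD, limit set per campaign, cut at about 26% in these data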;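 further: 0% = LYPLA2 with DMSO and 100% = wells lacking LYPLA2 enzyme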
# PAD4 inh: inhibitors of human PAD4; Q9UM07; recombinant PAD4, RCA probe fluorescence polarization; inhibition, % at 6.36 µM; 330,000 compounds, 0.41% hits; AID 485272;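 active means percent inhibition above a cutoff equal to the mean of all tested compounds plus 3 SD, cut at about 15% in these data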;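 further: 0% = PAD4 with RCA probe and DMSO and 100% = probe without PAD4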
# PAFAH2 inh: PAFAH2 (human) inhibition | Q99487 | recombinant PAFAH2, FP-rhodamine activity probe, fluorescence polarization | inhibition, % at 3.39 µM | 340,000 compounds, 0.99% hits | AID 492956;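 active means inhibition above the mean over all tested compounds plus 3 SD, cut at about 30% in these data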;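 further: inhibitors block probe labeling of enzyme so polarization drops; 0% = enzyme with DMSO and 100% = wells lacking PAFAH2 protein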
# Numbers without * were called inactive; . = no result given. The list is partial. The share of hits here may be higher or lower than overall.
structure	PAFAH1B2 FP inh	LYPLA1 counter	PME-1 primary	GSTO1 counter	PAFAH1B3 FP inh	pPAFAH FP inh	LYPLA2 counter	PAD4 inh	PAFAH2 inh
Cc1nc(C(=O)Nc2ccc(Cl)cc2Cl)nn1-c1cc(OC(C)C)c(Cl)cc1Cl	-3	4	-1	0	3	-4	0	0	7
CCCCC1(c2ccc(F)cc2)NC(=O)N(CC(=O)Nc2ccc(N3CCOCC3)cc2)C1=O (stereo not given)	4	.	.	.	-8	5	.	3	4
CC(=O)c1cc2c(cc1NC(=O)Cc1ccsc1)OCO2	-3	1	-4	.	4	0	14	0	4
Cc1ccc(N2CCN(S(=O)(=O)c3c(C)nc4scc(C)n4c3=O)CC2)c(C)c1	-1	-1	4	7	4	8	-3	3	-3
O=C(COc1ccccc1[N+](=O)[O-])Nc1cccc(S(=O)(=O)NC2=NCCCCC2)c1	7	2	-2	6	4	7	0	0	8
CCOC(=O)C1CCN(C(=O)CCCn2c(=O)c3cccn3c3cccnc32)CC1	2	-1	-1	-5	5	-3	1	0	4
O=C(NNS(=O)(=O)c1ccccc1[N+](=O)[O-])c1cccc(Cl)c1	5	2	6	2	3	-1	2	3	-6
CC(=O)O/N=C(\N)Cc1ccc(-c2csnn2)cc1	1	1	6	2	-3	23	5	-3	-4
COc1ccc(N2CCN(C(=O)CCCn3c(=O)[nH]c4ccsc4c3=O)CC2)cc1	5	4	-3	4	12	4	22	-3	-5
Cc1ccc(OCC(=O)Nc2ccc3c(c2)OCCO3)cc1C	1	-1	-14	-5	14	2	-2	-1	9
Cc1cc(OCC(=O)NNC(=O)c2cccc(F)c2)ccc1Cl	4	-1	0	.	4	1	8	-1	6
COc1ccc(CN(C)CC(=O)Nc2cccc(S(=O)(=O)N3CCCC3)c2)cc1F	2	.	.	.	5	2	.	1	5
CCn1c(CSCc2ccc(F)cc2)nnc1SCC(=O)N1CCN(c2ccccc2)CC1	5	1	0	1	5	12	5	-1	0
CC(OC(=O)Cn1cnc2c1c(=O)n(C)c(=O)n2C)C(=O)NC(C)c1ccc(Cl)cc1Cl (stereo not given)	8	4	7	7	0	-1	4	5	3
O=C(NN1CCOCC1)c1cnn2c(C(F)F)cc(-c3ccccc3)nc12	-4	2	-3	2	-2	1	3	-3	-4
O=C1CCCN2N=C(SCC(=O)N3N=C(c4ccc(Br)cc4)CC3c3ccc(F)cc3)SC2=N1 (stereo not given)	7	-5	-4	-4	17	2	7	0	-3
CCCN(CCC)CCNC(=O)c1cc2c(-c3ccccc3F)nn(C)c2s1	4	-6	-8	-5	8	6	-1	-4	0
COc1ccc(C(=O)Cn2c(NCCO)nc3ccccc32)cc1OC	0	-3	-2	-6	-3	4	-5	-9	-3
COc1ccc(NC(=O)CSc2nnc(Cc3ccccc3)c(=O)n2N)cc1	1	1	-6	36*	4	5	4	3	-2
CCOC(=O)Cc1cnc(NC(=O)CSc2nc(N)cc(N)n2)s1	1	-2	2	-5	8	8	3	-2	-9
CCOc1cccc(/C=N/NC(=S)Nc2ccccc2[N+](=O)[O-])c1O	5	-5	12	-1	15	17	-1	-5	45*
Cc1cc(O)cc(O)c1-c1onc(C(F)(F)F)c1-c1cscn1	4	-4	-9	8	4	0	0	1	-3
COc1ccc2nc(NS(=O)(=O)c3ccc(NC(C)=O)cc3)sc2c1	1	4	0	3	8	6	3	-6	14
O=C(O)CCc1ccc(S(=O)(=O)Nc2ccccc2C(=O)NCCc2ccccc2)cc1	12	-4	-2	14	-1	5	-1	-1	0
CC(=O)c1cc(C(=O)N2CCc3c([nH]c4ccccc34)C2CC(C)C)[nH]n1 (stereo not given)	2	1	5	-1	4	3	-6	-3	4
COc1cc(/C=C/C(=O)OCC(=O)NNC(=O)c2cc(Cl)ccc2OC)ccc1O	2	.	.	.	10	2	.	0	9
COc1ccc(N2CCC(CNC(=S)Nc3cc(C)ccc3C)C2)cc1 (stereo not given)	3	0	11	3	8	4	3	-4	-5
COc1ccc(-c2cc(-c3ccccc3O)[nH]n2)cc1OC	0	-11	1	-9	9	9	-11	-3	-3
Nc1ncnc2c1ncn2C1OC(COP(=O)(O)O)C(O)C1O (stereo not given)	-2	3	-5	4	3	3	0	0	3
COc1ccc(NC(=O)[C@@]2(CC(=O)O)CC(/C=C/c3ccccc3)=NO2)cc1	3	-1	4	14	5	0	-1	-3	9
O=C(NCc1csc(-c2cccs2)n1)C1CC1	3	2	-2	-8	2	1	2	1	-1
COc1ccc(C2/C(=C(/O)c3ccc(Cl)cc3)C(=O)C(=O)N2CCN2CCOCC2)c(OC)c1 (stereo not given)	-2	-3	1	3	-6	3	-5	-6	7
O=C(O)CCCCCN=Cc1c(O)c2ccccc2oc1=O	-2	3	-1	-5	-8	-4	9	-6	-7
COC(=O)CC(NS(=O)(=O)c1cccs1)c1ccc2c(c1)OCO2 (stereo not given)	1	-1	-9	3	-2	0	-3	0	2
COc1ccc(C(=O)NNC(=O)CCn2nnc(-c3ccc(Cl)cc3)n2)cc1OC	1	3	0	0	1	5	1	-6	-2
O=C(CC1CCCC1)Nc1ccc2c(c1)CCC2	6	2	5	-1	9	3	2	2	2

# Individual results from the list.
# For PAFAH1B3 FP inh, COc1ccc(N2CCC(CNC(=S)Nc3cc(C)ccc3C)C2)cc1 (stereo not given) reads 8
# For PAFAH2 inh, O=C(NCc1csc(-c2cccs2)n1)C1CC1 reads -1

# (cont.)
structure	PAFAH1B2 FP inh	LYPLA1 counter	PME-1 primary	GSTO1 counter	PAFAH1B3 FP inh	pPAFAH FP inh	LYPLA2 counter	PAD4 inh	PAFAH2 inh
N=c1c2c3c(sc2ncn1N)CCC3	1	0	-3	4	11	1	3	1	-5
C=CCNC(=O)c1c(CSc2ccc(Cl)cc2)noc1C(=O)NCCC	23	-3	2	5	6	0	-1	2	-1
CCOC(=O)C1CCN(c2ncnc3nc[nH]c23)CC1	2	-1	2	1	2	3	3	-2	-1
C[C@@H](C(=O)N[C@@H](Cc1c[nH]c2ccccc12)C(=O)O)n1nnc2ccccc2c1=O	5	-2	-3	-3	7	-1	-2	1	5
O=C(c1cnccn1)N(Cc1ccco1)C1(C(=O)NC2CCCCC2)CCCCC1	8	-3	-2	5	3	3	-7	-2	-8
Cc1ccc(C(C)C)cc1OCCOCCN1CCCC1	0	1	1	14	7	0	0	0	3
S=c1nc(-c2ccccc2)n(CCCN2CCOCC2)c2c1CCCC2	-3	2	2	4	-4	1	3	4	2
Cc1noc(C)c1C(=O)NC(Cc1c[nH]c2ccccc12)C(=O)O (stereo not given)	3	.	.	.	14	9	.	-7	5
CCOP(=O)(OCC)C(NC(=O)c1cc([N+](=O)[O-])cc([N+](=O)[O-])c1)C(F)(F)F (stereo not given)	1	0	-2	5	6	6	-2	0	8
CCCCC(=O)Nc1ccc2c(c1)nc1n2CCOC1	2	-5	-1	-2	-1	-5	-3	2	5
O=c1c(-c2cc3ccccc3o2)[n+]([O-])c2ccccc2n1OCc1ccccn1	6	0	2	-4	12	-2	1	0	9
CCCCn1nnc(NC(=O)c2sc3cc(Cl)ccc3c2Cl)n1	5	-2	2	9	-4	3	-6	-5	5
Cn1cccc1-c1cc(C(=O)N/N=C/c2ccc(F)cc2)[nH]n1	5	-1	3	-6	2	7	-2	-2	1
c1coc(-c2nnc3sc(-c4cccs4)nn23)c1	6	3	7	-2	1	9	9	0	18
CCC(=O)c1ccc(OC(=O)Cc2ccc(OC)cc2)cc1	1	2	-10	9	6	14	5	-1	3
CSc1ccccc1C(=O)N1CCN(c2ncccn2)CC1	1	1	4	6	2	2	6	3	-4
Cc1ccc(N(C(=O)Cn2nnc3ccccc32)C(C(=O)NCc2ccccc2)c2ccccn2)cc1 (stereo not given)	26*	-1	-5	4	-4	-1	-3	1	2
Cc1ccc(S(=O)(=O)Cc2ccc(C(=O)N3CCN(c4cc(C)ccc4C)CC3)o2)cc1	10	-2	1	-3	6	0	-3	4	-2
CN(Cc1nccs1)C(=O)C1CCC(=O)N(CCc2cccc(F)c2)C1 (stereo not given)	-2	4	5	-4	-2	4	5	-8	2
Cc1ccc(N2C(=O)[C@@H]3Cc4ccccc4CN3C2=O)cc1	5	0	-10	5	7	5	6	1	3
C=CCOc1ccc2ccccc2c1CNn1cn[nH]c1=S	0	-1	-2	5	3	-1	-9	1	4
COC(=O)c1cc(C(=O)OC)cc(N2C(=O)CC(Sc3nc(C)cc(C)n3)C2=O)c1 (stereo not given)	-1	5	2	2	-1	4	3	-4	0
CCCCOC(=O)CCc1c(C)[nH]c(=O)c(C#N)c1C	-1	-1	2	-1	0	4	0	5	-5
CN(C)S(=O)(=O)c1cccc(NC(=O)Cc2ccsc2)c1	2	-4	-6	3	9	7	-3	-2	-3
CCc1ccccc1NC(=O)c1cc(S(=O)(=O)N(C)C)ccc1N1CCCC1	5	-4	1	-3	9	4	7	-2	0
CC(C)c1onc(C(=O)NCc2ccccc2)c1[N+](=O)[O-]	0	-5	0	37*	0	3	-7	-2	-5
COc1ccc(C(=O)NCC(=O)n2nc(C)cc2C)cc1OC	-3	0	-4	3	3	0	0	-1	-6
COC(=O)c1ccccc1NC(=O)c1noc2c1CCC2	4	-1	7	14	-3	16	0	-2	3
C/C(CC(=O)NCc1ccco1)=N\NC(=O)COc1ccc(Cl)cc1Cl	4	-1	7	11	8	6	-2	0	6
COc1ccc(-c2cc(C(F)(F)F)nc(SCC(=O)N(C)Cc3cn(C)nc3C)n2)cc1OC	0	0	-2	-11	5	0	-1	-3	9
CCOC(=O)c1nnn(-c2nonc2N)c1CN1CCc2ccccc2C1	2	0	0	2	1	5	4	-1	2
COCCCNCC1C(Oc2ccc(Cl)cc2)C(=O)N1c1ccccc1C (stereo not given)	7	-1	-1	-5	9	4	1	-1	3
COc1ccc(CNC(=O)CN2CCN(c3ccccc3O)CC2)cc1OC	1	-1	2	-2	5	5	1	6	-13
CCOC(=O)COn1c2c(c3c4no[n+]([O-])c4ccc31)CCCC2	-1	0	-2	-2	3	4	-5	-4	6
Cc1cc(C)nc(SCc2cnc(C)nc2N)n1	2	-2	-5	-3	4	3	3	2	0
CCOC(=O)N1CCN(C(=O)CCS(=O)(=O)c2ccc3c(c2)CCN3C(=O)CC)CC1	0	2	-1	1	7	0	7	2	-1
Cc1cc(C(=O)N/N=C/c2cccc(OC(=O)c3ccco3)c2)n[nH]1	1	2	1	5	7	4	3	-3	-4
N#C/C(=N/Nc1ccccc1[N+](=O)[O-])C(N)=S	5	0	4	5	13	12	2	3	1
Cc1ccc(C)c(N(C(=O)c2csnn2)C(C(=O)NC2CCCCC2)c2cccnc2)c1 (stereo not given)	2	1	-3	-7	6	-10	-1	-8	0
CN(C)/C=C(\C(=O)c1ccc(F)cc1F)c1nnnn1-c1ccccc1	3	0	-2	9	6	1	1	-1	-1
CCCCCCc1cc2cc(C(=O)OCC)c(=O)oc2cc1O	4	1	3	-6	2	-1	-2	-4	8
